Bioassay records from PubChem.
KCNQ1 pot – human KCNQ1 channel potentiation or activation | P51787 | CHO-K1 KCNQ1, thallium flux FluxOR fluorescence; stronger effect = higher value | B-score at 10 µM | 0.35% of 310,000 active;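 active means fluorescence ratio B-score, a plate-corrected score, at least three library SD, with initial intensity B-score within 5 SD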
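Material: CHO-K1 cells stably expressing KCNQ1. Medium: assay buffer for compound exposure, DMSO matched across wells. Reagent: K+/Tl+ depolarizing stimulus. Compound dosing: single-concentration screen. Times: 37 °C overnight plating, 90-min dark dye load, 20-min compound pretreatment. Technique: FluxOR Tl+ flux fluorescence.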
KCNK9 block – human KCNK9 channel inhibition. B-score at 10 µM. 1.2% of 310,000 active. Q9NPC2. HEK293 KCNK9, FluxOR thallium flux fluorescence; stronger effect = lower value;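 active means ratio B-score over 3 SD below the library mean, with starting fluorescence within 5 SD of its mean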;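 further: negative B-score means less thallium flux so channel inhibition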
Target sequence (Q9NPC2 whole entry, looked up): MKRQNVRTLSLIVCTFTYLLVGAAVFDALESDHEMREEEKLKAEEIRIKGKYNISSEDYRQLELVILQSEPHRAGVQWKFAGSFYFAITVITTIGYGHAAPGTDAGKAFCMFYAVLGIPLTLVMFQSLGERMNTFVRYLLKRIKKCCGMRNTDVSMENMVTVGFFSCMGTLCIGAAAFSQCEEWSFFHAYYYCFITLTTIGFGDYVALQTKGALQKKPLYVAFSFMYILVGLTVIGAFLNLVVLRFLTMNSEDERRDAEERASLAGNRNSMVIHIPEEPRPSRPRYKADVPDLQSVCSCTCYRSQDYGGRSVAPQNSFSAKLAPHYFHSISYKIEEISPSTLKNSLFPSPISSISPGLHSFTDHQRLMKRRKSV
KCNQ1 block – inhibitors of human KCNQ1 potassium channel. CHO-K1 KCNQ1, FluxOR thallium flux fluorescence; stronger effect = higher value. B-score at 10 µM. 1.3% of 310,000 active;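 active means compounds whose thallium flux B-score, printed positive for inhibition, exceeds three library SD while starting fluorescence stays within three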;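 further: channel opened by potassium depolarization with thallium stimulus after 20 min compound exposure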
TRPC4 PAM – allosteric potentiators of mouse TRPC4 channel | B-score at 10 µM | Q9QUQ5 | HEK293 TRPC4beta/mu-opioid, DAMGO EC20, Fluo-4 Ca2+ flux; stronger effect = higher value | 0.42% of 310,000 active | AID 2227;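 active means B-score of calcium response area above 5 SD of library B-scores, with initial fluorescence ratio within 5 SD of library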;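 further: B-score of integrated fluorescence ratio over time as area under calcium response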
Platelet DG rel – platelet dense granule release activity. 0.22% of 300,000 active. inhibition, %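 (compounds screened at 7.5 µM in platelet-rich plasma)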. AID 1663. human platelet-rich plasma, SFLLRN dense granule ATP release, luminescence;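 active means mean replicate score, as percent of positive control, at or above 50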
TRPC4 block – inhibitors of mouse TRPC4 channel | B-score at 10 µM | Q9QUQ5 | HEK293 TRPC4beta/mu-opioid, DAMGO-evoked Fluo4 calcium flux; stronger effect = lower value | AID 2247 | 0.39% of 300,000 active;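 active means B-score over 3 SD under the library average, no early fluorescence shift, positive overall ratio signal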
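Assay system: Stable TRPC4beta/mu-opioid receptor HEK293 cells | Reagent: DAMGO in two steps, submaximal then maximal | Compound dosing: Single concentration per test compound | Signal: Fluo4 Ca2+ flux fluorescence | Evaluation: Per-well B score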
TRPC4 agonist – TRPC4 (mouse) channel activation; AID 2237; B-score at 10 µM; 0.49% of 310,000 active; HEK293 TRPC4beta/mu-opioid, Fluo4 calcium fluorescence; stronger effect = higher value;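 active means B-score above 5 SD of library B-scores, and initial fluorescence ratio not above library mean plus 5 SD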;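 further: positive B-score marks a calcium rise read as TRPC4 activation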
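Assay system – TRPC4beta and mu-opioid receptor HEK293 stable cells · Measured by – Fluo4 fluorescence, kinetic · Schedule – dye loading 45 min room temperature, 110 s kinetic read · Read-out – B-scored integrated calcium fluorescence ratio · Controls – buffer and maximal DAMGO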
KCNK3 inh – human KCNK3 channel inhibition, primary screen | CHO-KCNK3 thallium flux, FluxOR fluorescence; stronger effect = lower value | B-score at 10 µM | 0.84% of 340,000 active;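 active means B-score under library mean minus 4 SD, starting fluorescence ratio at most library mean plus 5 SD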;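 further: more negative B-score means stronger inhibition of thallium flux through KCNK3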
Target sequence (O14649 whole entry, looked up): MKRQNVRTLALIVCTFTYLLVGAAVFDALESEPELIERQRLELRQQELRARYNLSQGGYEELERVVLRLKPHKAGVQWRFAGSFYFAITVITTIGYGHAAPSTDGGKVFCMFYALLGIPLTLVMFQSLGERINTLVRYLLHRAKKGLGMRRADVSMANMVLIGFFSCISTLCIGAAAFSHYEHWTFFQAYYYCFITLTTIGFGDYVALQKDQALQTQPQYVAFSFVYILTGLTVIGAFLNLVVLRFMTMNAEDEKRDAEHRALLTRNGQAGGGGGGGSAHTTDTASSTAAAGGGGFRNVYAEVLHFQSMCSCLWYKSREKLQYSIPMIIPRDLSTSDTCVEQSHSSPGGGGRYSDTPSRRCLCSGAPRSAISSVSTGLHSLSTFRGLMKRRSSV
hERG rescue – shields human hERG channel from block by proarrhythmic agents. 0.51% of 310,000 active. CHO-hERG, FluxOR thallium flux, dofetilide IC70 present. activation (rescue from dofetilide block), less the hit threshold, % at 10 µM. Q12809;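 active means activation above the mean of controls blocked by dofetilide plus 5 SD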;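 further: thallium influx through hERG after potassium depolarization seen as dye fluorescence rise; in these data hits start at about 4.7%; inactives centre near -7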
Dyrk1A ADPGlo – Dyrk1A (rat) kinase inhibition | Q63470 | ADP-Glo luminescence, NFATc1 peptide | inhibition, % at 12.5 µM | 0.43% of 310,000 active | AID 504441; in the data active means inhibition above about 50%;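 further: plate controls were vehicle with enzyme for no effect and no enzyme for full effect; many of its hits are not listed in these tables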
PolyA inhibitor – inhibitors of polyadenylation in S. cerevisiae. S. cerevisiae SKY197-pL101 polyadenylation reporter, beta-gal luminescence; efflux-impaired pdr1/pdr3 knockout yeast; score 100 = 6 SD above DMSO. calls only at 12 µM. 0.02% of 300,000 active;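 active means lowest replicate activity score at least 50, where 100 means six control SD above control mean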;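 further: yeast exposed to compound for 9 h at 30 °C; higher score means more reporter readthrough which indicates perturbed polyadenylation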
Active calls of the source: *; i = inactive; x = no result given; & = joins results of further samples.

SMILES | KCNQ1 pot | KCNK9 block | KCNQ1 block | TRPC4 PAM | Platelet DG rel | TRPC4 block | TRPC4 agonist | KCNK3 inh | hERG rescue | Dyrk1A ADPGlo | PolyA inhibitor
Cc1ccc(S(=O)(=O)NCC(c2ccccc2)N2CCCCC2)cc1 (stereo unspecified) | i | i | i | i | -2.0 | i | i | i | -12.1 | 0.4 | i
O=C(O)c1ccc(Nc2nc(-c3ccccc3)c3ccccc3n2)cc1 | i | i | i | i | -2.3 | i | i | i | -18.0 | 2.1 | i
COc1ccc(-n2c(=S)[nH]c3cc(C(=O)NCc4ccco4)ccc3c2=O)cc1OC | i | i | i | i | -0.5 | i | i | i | -8.9 | -2.2&-1.2 | i
Cc1ccc(CNC(=O)CN(c2ccc(Cl)cc2)S(C)(=O)=O)cc1 | i | i | i | i | -4.6 | i | i | i | -10.2 | -4.3 | i
Cc1ccc(S(=O)(=O)Nc2ccc(O)c(S(=O)(=O)c3ccc(C)cc3)c2)cc1 | i | i | i | i | -3.6 | i | i | i | -8.6 | x | i
CCn1cc(C(=O)Nc2ccc(C)cc2[N+](=O)[O-])c(C)n1 | i | i | i | i | -1.3 | i | i | i | -5.0 | -5.6 | i
O=C(CCc1ccccc1)Nc1ccc(S(=O)(=O)Nc2nccs2)cc1 | i | i | i | i | 8.7 | i | i | i | -2.0 | 10.9 | i
CN(C)CCCN(C(=O)COc1ccccc1)c1nc2c(F)cccc2s1 | i | i | i | i | -4.7 | i | i | i | -11.4 | 6.9 | i
Cc1cccc2cc(CN(CC3CCCO3)C(=O)c3ccco3)c3nnnn3c12 (stereo unspecified) | i | i | i | i | -3.4 | i | i | x | -17.6 | x | i
COc1cccc(CNC(=O)Cn2ccc3cc(S(=O)(=O)N4CCCCCC4)ccc32)c1OC | i | i | i | i | 2.1 | i | i | i | -4.3 | -0.6 | i
CCOc1ccc(CCNC(=O)COC(=O)c2ccccc2O)cc1OCC | i | i | i | i | 4.6 | i | i | i | -15.5 | -0.1 | i
COc1ccc(C)cc1NC(=O)C(Sc1nnc(Nc2cc(C)ccc2OC)s1)c1ccccc1 (stereo unspecified) | i | i | i | i | -6.4 | i | i | i | -10.0 | 1.0 | i
CSc1ncc(Cl)c(C(=O)C(C#N)c2nc3c(C)cc(C)cc3c(=O)[nH]2)n1 (stereo unspecified) | i | i | i | i | 2.6 | i | i | i | -4.4 | 1.3 | i
CNC(=O)COC(=O)c1cc(=O)[nH]c2ccccc12 | i | i | i | i | -8.1 | i | i | i | -5.5 | 7.3 | i
Cc1ccc(-c2nc(CS(=O)CC(=O)NCc3ccc(Cl)cc3)c(C)o2)cc1 (stereo unspecified) | i | i | i | i | -6.1 | i | i | i | -7.3 | -2.9 | i
O=S(=O)(c1ccc(Cl)cc1)c1snnc1-c1ccccc1 | i | i | i | i | -1.3 | i | i | i | -10.6 | 10.4 | i
Cc1nc(CNC(=O)c2cc(COc3c(F)cccc3F)on2)cs1 | i | i | i | i | 3.2 | i | i | i | -4.5 | -4.6 | x
CCOc1ccc(S(=O)(=O)N2CCC(C(=O)N3CCCC3)CC2)cc1C | i | i | i | i | -5.0 | i | i | i | -11.2 | 5.0 | i
O=C(NNC1OC(CO)C(O)C(O)C1O)c1cccnc1 (stereo unspecified) | i | i | i | i | 10.1 | i | i | i | -3.6 | -3.6 | i
N/C(=N\OC(=O)CCCc1ccccc1)c1ccccc1 | i | i | i | i | 0.2 | i | i | i | -13.3 | -4.2 | i
CC(C)Oc1ccc(N2CC(C(=O)Nc3ccccc3F)CC2=O)cc1 (stereo unspecified) | i | i | i | i | -12.6 | i | i | i | -4.4 | 21.4 | i
O=C(c1cccnc1)N1CCN(C(=O)c2cccs2)CC1 | i | i | i | i | 2.6 | i | i | i | -5.8 | 0.1 | i
COc1nc(OCC#N)nc(N(C)C)n1 | i | i | i | i | -0.4 | i | i | i | -4.5 | -0.7 | i
CCN(CC)C(=O)C1CC(=O)N(c2ccc(F)c(Cl)c2)C1 (stereo unspecified) | i | i | i | i | -0.9 | i | i | i | -11.5 | -9.6 | i
CC(C)(C)c1ccc(S(=O)(=O)Nc2noc3ccccc23)cc1 | i | i | i | i | -0.3 | i | i | i | 0.9 | -1.4 | i
Next results.
SMILES | KCNQ1 pot | KCNK9 block | KCNQ1 block | TRPC4 PAM | Platelet DG rel | TRPC4 block | TRPC4 agonist | KCNK3 inh | hERG rescue | Dyrk1A ADPGlo | PolyA inhibitor
O=C(NC1CC1)C1=C[C@H](c2ccc3c(c2)OCO3)C[C@H](OCc2ccc(CO)cc2)O1 | i | i | i | i | 0.8 | i | i | i | -10.1 | -2.4 | i
Cc1cc(SCC(=O)c2cccs2)nc2c(C)cccc12 | i | i | i | i | -0.3 | i | i | i | -10.3 | 1.6 | i
COc1ccc(S(=O)(=O)Nc2cccc(SC)c2)cc1OC | i | i | i | i | 6.2 | i | i | i | -19.6 | 0.9 | i
CCN(CC)S(=O)(=O)c1ccc(N/N=C/c2cc(OC)c(OC)cc2OC)nc1 | i | i | i | i | 0.5 | i | i | i | -13.0 | -2.6 | i
CCC(C)(C)NC(=O)c1cc([N+](=O)[O-])ccc1N1CCCCC1 | i | i | i | i | -8.3 | i | i | i | -5.2 | -5.8 | i
Cc1ccc(NS(=O)(=O)c2cn(C)c(=O)n(C)c2=O)cc1C | i | i | i | i | 9.1 | i | i | i | -7.0 | 1.1 | i
O=C(NCCCCc1ccccc1)c1ccccc1F | i | i | i | i | 22.7 | i | i | i | -5.3 | -5.5 | i
O=C(NCc1cc(C(F)(F)F)ccc1F)C1CCC(=O)N(C2CCCCCC2)C1 (stereo unspecified) | i | i | i | i | -4.4 | i | i | i | -5.1 | 2.7 | i
O=C(CSc1n[nH]c(=O)n1-c1ccccc1)Nc1ccccc1 | i | i | i | i | 11.1 | i | i | i | -1.3 | x | i
CCCCn1c(N)c(N(CC(C)C)C(=O)c2cc(S(=O)(=O)N3CCOCC3)ccc2Cl)c(=O)[nH]c1=O | i | i | i | i | 21.4 | i | i | i | -14.9 | -7.2 | i
Cc1cccc(C)c1NC(=S)N(CCN(C)C)C(C)c1cccnc1 (stereo unspecified) | i | i | i | i | 6.6 | i | i | i | -12.7 | -3.4 | i
O=C1CCCN1CCC(=O)N1CCCC(Nc2ccc(F)c(F)c2)C1 (stereo unspecified) | i | i | i | i | 3.5 | i | i | i | -9.8 | -3.1 | i
CN(CC(=O)Nc1cccnc1Cl)S(=O)(=O)c1ccc(Cl)cc1 | i | i | i | i | -4.9 | i | i | i | -2.9 | -4.0 | i
Cc1nc2cc(NC(=O)c3cccc(S(C)(=O)=O)c3)ccc2o1 | i | i | i | i | -34.4 | i | i | i | -2.1 | -1.9 | i
CC12CCC(C(=O)N(CC(=O)O)C1=O)C2(C)C (stereo unspecified) | i | i | i | i | 12.1 | i | i | i | -8.4 | -0.3 | i
CCOC(=O)C1=C(CS(=O)(=O)c2ccccc2)NC(=O)NC1c1ccc(O)c(OC)c1 (stereo unspecified) | i | i | i | i | -4.0 | i | i | i | -2.2 | -1.6 | i
O=S(=O)(Nc1ccc2ccccc2n1)c1ccccc1Cl | i | i | i | i | -1.4 | i | i | i | -1.9 | -9.1 | i
C/C(=N\NC(=O)Cc1ccccc1)c1ccc(Cl)s1 | i | i | i | i | 1.4 | i | i | i | -4.5 | -1.8 | i
COc1ccccc1/C=C(/CC(=O)NCc1ccc(F)cc1)c1nc2ccccc2s1 | i | -16.2* | i | i | 4.4 | i | i | i | -9.0 | -2.8 | i
CCN(CC)c1ccc(CN2CCCCCC2)cc1 | i | i | i | i | -2.4 | i | i | i | -9.4 | 0.2 | i
O=C(NCCS(=O)(=O)c1ccc(Br)cc1)c1ccc(Cl)cc1Cl | i | i | i | i | -12.1 | i | i | i | -1.9 | -2.5 | i
O=C(/C=C/c1cccs1)NC(=S)Nc1ccc(C(=O)O)cc1 | i | i | i | i | 0.7 | i | i | i | -7.5 | 43.8 | i
CS(=O)(=O)Nc1ccc(C(=O)NCCc2ccccc2)cc1 | i | i | i | i | 6.8 | i | i | i | -4.7 | 9.0 | i
COc1ccccc1OCC(=O)NNC(=O)c1ccoc1C | i | i | i | i | -13.3 | i | i | i | -7.4 | -7.6 | i
COc1ccc(S(=O)(=O)NNc2nc(C)cc(C)n2)cc1Br | i | i | i | i | -10.7 | i | i | i | -1.8 | -0.3 | i

Two neighbouring records from above, quoted:
SMILES | KCNQ1 pot | KCNK9 block | KCNQ1 block | TRPC4 PAM | Platelet DG rel | TRPC4 block | TRPC4 agonist | KCNK3 inh | hERG rescue | Dyrk1A ADPGlo | PolyA inhibitor
CCN(CC)S(=O)(=O)c1ccc(N/N=C/c2cc(OC)c(OC)cc2OC)nc1 | i | i | i | i | 0.5 | i | i | i | -13.0 | -2.6 | i
CCC(C)(C)NC(=O)c1cc([N+](=O)[O-])ccc1N1CCCCC1 | i | i | i | i | -8.3 | i | i | i | -5.2 | -5.8 | i

New compounds follow
SMILES | KCNQ1 pot | KCNK9 block | KCNQ1 block | TRPC4 PAM | Platelet DG rel | TRPC4 block | TRPC4 agonist | KCNK3 inh | hERG rescue | Dyrk1A ADPGlo | PolyA inhibitor
Cc1ccc(C(=O)NN2C(=O)CSC2=S)cc1 | i | i | i | i | 10.4 | i | i | i | -5.7 | -5.6 | i
CC(NC(=O)C(=O)NN=C1CCCC1)c1ccccc1 (stereo unspecified) | i | i | i | i | -4.9 | i | i | i | -12.9 | -3.8 | i
Cc1ccc2cc(NC(=O)c3ccc(C(C)(C)C)cc3)ccc2n1 | i | i | i | i | 7.2 | i | i | i | -6.1 | 0.4 | i
Nc1cc2sc(-c3ccc(C(=O)O)cc3)nc2cc1Cl | i | i | i | i | 76.9* | i | i | i | 0.7 | 23.6 | i
Cc1ccc(S(=O)(=O)N(C(=O)c2ccncc2)c2ccc(OC(=O)c3ccncc3)c3ccccc23)cc1 | i | i | i | i | -5.1 | i | i | i | -8.6 | 1.8 | i
Cc1ccc(OCC(=O)N/N=C2/SCC(=O)N2Cc2ccco2)cc1 | i | i | i | i | 1.8 | i | i | i | -16.2 | -0.9 | i
CCOC(=O)c1c(-n2cnnn2)sc2c1CCCC2 | i | i | i | i | -0.1 | i | i | i | -7.2 | 18.1 | i
O=C(Nc1ccc2c(c1)OCO2)c1cnn2cccnc12 | i | i | i | 50* | 16.0 | i | i | i | -2.2 | 13.9 | i
CCc1ccc(NC(=O)C2CCCN2S(=O)(=O)c2ccc3c(c2)C(C)(C)C(=O)N3C)cc1 (stereo unspecified) | i | i | i | i | -0.5 | i | i | i | -9.6 | -2.3 | i

This is a subset, so the mix of outcomes need not match the whole.
